E coli growth – counter-screen for AddAB inhibitors: E. coli growth inhibition; E. coli V3065 growth, OD600 absorbance, 18 h; inhibition, % at 11.9 µM; 0.27% of 330,000 active; AID 449728;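 active means inhibition above the campaign's mean inhibition across all tested compounds plus 3 SD, cut at about 9.9% in these data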;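 further: uninfected addAB+ strain grown without phage in ampicillin broth; 0% = DMSO wells and 100% = ciprofloxacin 0.95 µg/ml wells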
MOR-DOR ag – OPRM1-OPRD1 heterodimerization agonism. activation, % at 9.3 µM. P35372+P41143. 0.3% of 340,000 active. AID 504326. cells, luminescence; in the data active means activation above about 18%;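 further: 0% = vehicle-treated cells and 100% = reference agonist; values of inactives mirror those of a sister screen read the other way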
Target sequence (P35372 whole entry, looked up): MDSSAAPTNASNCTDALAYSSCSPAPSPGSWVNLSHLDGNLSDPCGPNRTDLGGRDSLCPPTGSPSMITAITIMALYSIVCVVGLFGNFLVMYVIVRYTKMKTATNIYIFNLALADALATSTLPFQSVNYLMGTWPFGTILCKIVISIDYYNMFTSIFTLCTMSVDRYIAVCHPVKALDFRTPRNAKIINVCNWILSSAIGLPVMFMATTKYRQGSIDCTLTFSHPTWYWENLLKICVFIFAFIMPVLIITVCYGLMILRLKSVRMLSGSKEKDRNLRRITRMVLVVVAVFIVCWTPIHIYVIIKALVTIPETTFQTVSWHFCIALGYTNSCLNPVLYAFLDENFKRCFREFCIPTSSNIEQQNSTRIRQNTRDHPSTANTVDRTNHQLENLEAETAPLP
Target sequence (P41143 whole entry, looked up): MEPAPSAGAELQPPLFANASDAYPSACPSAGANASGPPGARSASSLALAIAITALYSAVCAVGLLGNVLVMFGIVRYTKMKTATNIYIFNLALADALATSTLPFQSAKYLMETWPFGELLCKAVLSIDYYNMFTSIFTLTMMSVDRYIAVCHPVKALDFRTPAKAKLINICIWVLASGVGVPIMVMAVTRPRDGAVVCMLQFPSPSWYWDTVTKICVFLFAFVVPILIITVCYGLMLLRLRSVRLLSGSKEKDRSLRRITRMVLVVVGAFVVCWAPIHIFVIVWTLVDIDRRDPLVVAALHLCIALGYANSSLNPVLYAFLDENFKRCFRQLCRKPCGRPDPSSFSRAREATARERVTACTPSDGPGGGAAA
HTR5A ag ctr – activates human HTR5A in OPRM1-OPRD1 agonist counter-screen. 0.61% of 340,000 active. activation, % at 9.3 µM. HTR5A agonist assay, luminescence, cell-based; in the data active means activation mostly above about 9.5%, no sharp cut-off; inactive means mostly below about 7.6%;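 further: 0% = cells with vehicle only and 100% = reference agonist; strong numbers were not always called active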
AddAB inh – less growth of phage-infected E. coli with AddAB; E. coli expressing H. pylori AddAB, absorbance growth; inhibition, % at 11.9 µM; 0.29% of 330,000 active; in the data active means inhibition above about 12%;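 further: 0% = vehicle wells of infected cells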
OPRM1-OPRD1 inv – mu-delta opioid heterodimer inverse agonism; P35372+P41143; cell-based MOR-DOR heterodimer luminescence; inhibition, % at 9.3 µM; 0.21% of 340,000 active; AID 504357; in the data active means inhibition above about 22%, passing the limit was not always enough;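 further: 0% = cells with DMSO and 100% = wells without cells with DMSO; values of inactives mirror those of a sister screen read the other way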
Mot1-301 SUMO – SUMOylation pathway inhibition by Mot1-301 growth rescue; growth rescue, % at 18.8 µM; AID 2716; 1% of 320,000 active; S. cerevisiae Mot1-301 growth rescue, ATP luminescence, 38.5C; percent above DMSO median, 100 means doubled;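 active means every valid replicate shows activation above 250% relative to neutral control wells; inactive means the rest, any valid replicate at or below 250%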;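 further: OY570 slx delta 5 strain wells were the positive control but not used for scaling; some compounds called inactive have numbers as strong as hits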
HTR5A inv ag – HTR5A inverse agonism, opioid heterodimer counter-screen; 0.083% of 340,000 active; P47898; AID 504634; inhibition, % at 9.3 µM; HTR5A cell line, luminescence; in the data active means inhibition mostly above about 23%, no sharp cut-off; inactive means mostly below about 18%;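 further: 0% = cells with DMSO and 100% = no-cell wells with DMSO; some compounds called inactive have numbers as strong as hits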
phage Ecoli inh – E. coli growth loss with phage present | growth absorbance | inhibition, % at 11.9 µM | 0.26% of 360,000 active | AID 651602; in the data active means inhibition above about 11%
PKA-R1A activ – activates the PKA-R1A holoenzyme complex; activation, % at 11.4 µM; AID 504707; P00514+P68181; PKA-R1A dissociation, Cy5-IP20 fluorescence polarization; scaled: DMSO 0%, 113 µM cGMP 100%; 0.083% of 340,000 active;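 active means percent activation above the mean of all tested compounds plus 3 SD, cut at about 19% in these data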;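 further: higher means more PKAc released from R1A so a rise in polarization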
Pemphigus Ab inh – human desmoglein-3 autoantibody binding inhibition | binding (percent of control), % at 10 µM | DSG3-coupled beads, scFv-anti-DSG3-GFP binding, flow cytometry; active compounds read low | AID 588358 | 0.48% of 310,000 active;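 active means binding more than 3 SD below its plate's average and above zero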;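 further: hits lower antibody fragment binding to DSG3; some compounds called inactive have numbers as strong as hits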
PfHsp90 yeast 2 – reduces growth (ATP signal) of yeast expressing P. falciparum Hsp90; S. cerevisiae expressing PfHsp90, BacTiter-Glo ATP, 48 h; yeast lacking PDR1 and PDR3 efflux regulators; inhibition, % at 9.4 µM; 0.32% of 310,000 active; AID 504621;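 active means every replicate shows inhibition above about 80%, whatever the replicate mean, limit read from the data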;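 further: 0% = DMSO neutral controls and 100% = 20 µM radicicol positive controls; yeast relying on Plasmodium falciparum Hsp90 in place of its own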
* marks the source's active call; other numbers are inactive results; . = not tested or not shown.

SMILES	E coli growth	MOR-DOR ag	HTR5A ag ctr	AddAB inh	OPRM1-OPRD1 inv	Mot1-301 SUMO	HTR5A inv ag	phage Ecoli inh	PKA-R1A activ	Pemphigus Ab inh	PfHsp90 yeast 2
Cc1ccc(S(=O)(=O)Nc2ccc3c(c2)n(C)c(=O)n3C)c(C)c1	0.8	-1.3	-2	0.8	7	-4	7	2.1	-1	108	-11
S=C(NCc1ccccc1)N1CCc2ccccc2C1	-0.2	0.3	5	1.4	-2	.	36	2.7	2	92	-6
C=CCn1c(SCC(N)=O)nnc1-c1cc(Br)ccc1O	0.9	-4.1	-5	2.8	21	-12	13	-0.2	2	104	.
c1ccc2c(c1)nc1n2C2(N3CCOCC3)CCCC2C1N1CCOCC1 (centres undefined)	.	-1.5	1	.	8	.	-3	2.3	14	98	-5
CCN(CC)C(=O)[C@H]1CC(CC(=O)NCCCn2ccnc2)C(=O)N2CCc3c([nH]c4ccc(OC)cc34)[C@]12C (some centres undefined)	-0.7	-3.0	-1	-2.8	15	.	5	5.2	-9	102	7
CCOCCCNC(=O)Cn1cnc2sc(C)c(S(=O)(=O)N3CCN(c4ncccn4)CC3)c2c1=O	1.8	-1.1	4	3.3	6	-11	-12	2.4	-12	102	2
COC(=O)NC1CSCC1OC(=O)CN1C(=O)c2ccccc2C1=O (centres undefined)	3.2	-2.3	4	2.3	12	-13	-10	2.0	9	99	22
C/C(C/C(C)=C1/SC(=S)NC1=O)=C1\SC(=S)NC1=O	.	-3.3	-4	.	18	.	10	0.9	-1	104	-36
O=C(O)c1ccc(CSc2ncn[nH]2)cc1	-0.9	-1.3	8	-0.6	7	8	-20	3.4	-2	100	30
CC1(C)C2(C#N)C(N)=NC3(OCCO3)C12C#N (centres undefined)	-1.7	-0.2	1	1.5	1	9	24	1.1	3	108	13
O=C(CCc1nnc2ccc(N3CCC4(CC3)OCCO4)nn12)Nc1ccc(F)cc1	-0.6	-0.1	2	4.8	1	-4	-2	-2.7	-5	102	8
O=C(Cn1cnc2c(nnn2Cc2ccc(Cl)cc2)c1=O)OCc1ccccc1	-0.4	2.1	10	-0.1	-12	1	-26	1.0	15	95	-17
Cc1c(C(=O)O)cccc1-c1ccc(/C=C2\SC(=O)NC2=O)o1	-0.7	-3.5	-4	3.1	17	524	-11	-0.1	7	102	15
CN(c1ccc(C(=O)NC2CCCC2)cc1)S(=O)(=O)c1ccc(Cl)cc1	2.3	0.7	4	4.9	-4	43	-15	0.6	-6	104	-6
CN(C)c1cc[nH]c(=O)c1C#N	-0.7	-2.5	-1	-0.5	14	3	24	2.1	-5	107	-8
CCOc1c(C(N)=O)c(-c2ccccc2)c2c(=O)[nH]c3ccccc3n12	2.1	2.5	-13	-0.5	-12	-7	32	2.4	-5	93	-7
CC(C)OC(=O)c1cn(-c2ccccc2)nc1-c1ccco1	-2.3	-0.7	1	-1.1	4	-5	0	1.1	1	113	-1
O=C(O)C1C2C=CC(O2)C1C(=O)Nc1ccc(S(=O)(=O)N2CCc3ccccc32)cc1 (centres undefined)	0.0	-3.8	-1	0.9	19	-13	1	-0.2	5	102	.
COC(=O)Cn1c2c(c3cc(C)ccc31)CCCC2	-0.2	-0.6	-5	0.1	3	-2	5	4.3	8	75	-21
CC(CN1CCN(C)CC1)OC(=O)c1cccc(Cl)c1 (centres undefined)	2.6	-1.9	-2	-0.1	10	-13	5	0.6	-2	101	4
CCC(C)(NC(=O)c1ccccn1)C(=O)NC1CCCCC1 (centres undefined)	-2.7	1.3	4	1.6	-6	0	-20	1.7	-1	.	-7
COc1ccc(-c2csc(C(C#N)=C(O)CSc3nccn3C)n2)cc1OC	.	-1.9	0	.	10	.	0	4.9	8	125	17
O=c1c2ccccc2nc(-c2ccccc2)n1Cc1ccc(Cl)cc1	0.5	8.1	2	0.6	-45	-10	1	-1.2	-1	119	.
Cc1nc(C2CCCCC2)c(-c2ccccc2)c(N2CCOC2=O)c1C	0.8	0.8	-4	0.3	-4	13	11	0.8	-1	108	-25
CCn1c(SCC(=O)NC(C)(C)C)nnc1-c1ccccn1	1.5	0.5	-1	1.4	-3	-10	2	3.6	-5	83	-2
COc1cc(C2C(C#N)=C(N)Oc3c2ccc2ccccc32)ccc1OCC(=O)Nc1ccc(C)cc1 (centres undefined)	1.6	4.6	6	5.8	-24	7	-15	3.2	5	93	-1
O=C(c1ccccn1)N1CCN(S(=O)(=O)c2ccc(F)cc2)CC1	-1.9	-0.4	0	-0.3	2	-7	0	1.6	-2	100	8
CN1c2ccccc2C(C)(C)C12C=Nc1c(ccc3ccccc13)O2 (centres undefined)	-0.8	9.7	2	3.4	-45	-12	-5	0.9	0	101	25
CSCCC(NC(=O)C1CCC(C)CC1)C(=O)Nc1ccc(NC(C)=O)cc1 (centres undefined)	-1.7	1.1	4	-0.4	-9	11	-12	1.2	-6	96	16
COc1ccc(N(CC(=O)Nc2ccc3c(c2)OCO3)S(C)(=O)=O)c(OC)c1	1.0	0.1	1	3.0	-1	-5	3	-0.1	-1	99	.
CCS(=O)(=O)c1ccc(O)c(NC(=O)Nc2ccccc2)c1	-0.9	-0.7	3	1.3	4	-3	15	2.5	3	77	-18
O=C(N/N=C/c1ccccn1)NC12CC3CC(CC(C3)C1)C2	-1.5	.	.	-2.2	.	612*	.	-2.6	.	98	17
CN1C(=O)CC(N2CCN(C(=O)c3ccccc3)CC2)C1=O (centres undefined)	-0.8	-3.9	7	1.7	19	205	-17	2.5	-2	111	-1
CN1CCN(C2CC(=O)N(c3ccc4c(c3)OCCO4)C2=O)CC1 (centres undefined)	-2.8	0.1	-2	-1.2	0	-14	-17	2.2	1	107	1
COc1ccc(C)cc1NC(=O)CSc1nc2ccccc2nc1N1CCCC1	-0.3	-0.4	1	-0.8	2	-7	-4	3.9	-3	100	2
OCC1(CCOc2ccccc2)CCN(Cc2ccc3cccc(F)c3n2)CC1	-1.4	-0.8	1	-0.3	4	22	22	2.8	8	104	8
O=c1[nH]c2ccc(Cl)cc2c(-c2ccccc2)c1CN1CCOCC1	0.2	2.7	-1	2.1	-15	-12	25	3.7	13	102	-30
Fc1ccc(CN2CCCCCCC2)c(F)c1	0.1	-2.6	-2	-1.5	13	-33	1	-0.9	-15	.	9
O=S(=O)(NC1CC1)c1ccc(Br)cc1N1CCC[C@H]1CO	.	-1.6	-2	.	8	.	8	2.4	10	105	-11
Cc1cc(C)n(-c2ccc(OCC(=O)O)nn2)n1	0.9	-1.4	-2	1.1	7	-10	-7	2.6	-14	95	-1
C=CCS/C(N)=N\N=C\c1c(O)ccc2ccccc12	1.6	2.1	6	-1.9	-11	-2	-18	2.3	-17	97	-9
COc1ccc(OCCOC(=O)c2cccs2)cc1	0.8	-4.2	2	1.0	23	.	-5	5.2	-2	96	.
CN(C)c1cc(Nc2ccc(O)cc2)c([N+](=O)[O-])c2nonc12	-0.5	-2.4	-2	-1.3	12	69	28	0.2	-11	91	-1
O=C1CC(NS(=O)(=O)c2ccc(F)cc2)CN1c1ccc2c(c1)OCCO2 (centres undefined)	2.2	-2.0	7	6.3	13	3	-20	2.5	12	105	.
COC(=O)c1sccc1NC(=O)c1cc(C)on1	-1.4	-1.9	2	1.4	10	2	-15	.	-1	96	-3
CCOC(=O)c1ccc(S(=O)(=O)N2CCC(C(=O)NCc3ccccc3OC)CC2)cc1	1.2	1.7	2	0.1	-6	-8	4	0.5	-9	91	2
COc1ccc(C(=O)NC(C)C2CC3CCC2C3)c(OC)c1 (centres undefined)	1.3	-0.8	3	1.7	4	8	-8	-0.8	-1	101	12
C/C(=N\NC(=O)c1ccc(Br)o1)c1cc2c(cc1NC(=O)CCC(=O)O)OCO2	.	-1.7	1	.	9	-3	-3	2.9	-5	.	10
COc1ccc(C(OCC(O)CN2CCC(O)CC2)c2ccc(OC)cc2)cc1 (centres undefined)	-0.2	-1.3	3	0.8	9	-5	17	2.2	4	.	13
Cc1ccc(C(C)C)c(OC(=O)/C=C/c2ccccc2)c1	0.1	3.0	3	-1.4	-15	0	-8	1.7	3	110	.
CC(=O)N1CCC(=O)Nc2ccc([N+](=O)[O-])cc21	-0.2	-3.2	1	3.6	16	21	-6	0.8	-9	101	-8
O=C(C1CC1)N1CCc2cc(Br)c(S(=O)(=O)N3CCCCCC3)cc21	.	-2.0	-2	.	10	.	8	3.4	-9	114	-1
Cc1c(NC(=O)COC(=O)c2c3c(nc4ccccc24)CCCC3)c(=O)n(-c2ccccc2)n1C	2.8	-3.1	-2	2.0	16	-1	9	3.9	-3	90	19
COc1ccc(CNc2nc(-c3cccnc3)nn2S(C)(=O)=O)cc1	0.4	-2.9	3	0.0	14	-2	-8	2.4	-8	97	7
CC(C)c1cc(C(=O)Nc2cc(Br)ccc2O)no1	-0.6	8.1	0	4.2	-45	206	15	1.5	8	100	17
CCOC(=O)c1ccccc1NC(=O)COC(=O)CC1CCCCC1	1.8	3.5	7	1.2	-19	19	-6	2.1	-2	117	-5
O=C1CC(NC2CCN(C(=O)c3cccc(F)c3)CC2)C(=O)N1 (centres undefined)	0.0	-1.1	7	2.5	8	27	8	0.5	3	108	9
Nc1c(N(CCCO)C(=O)C2CCCCC2)c(=O)[nH]c(=O)n1Cc1ccccc1	-2.0	-3.5	-7	-0.3	14	-11	8	1.7	0	99	.
COC(=O)c1c(N)c2ccccc2[nH]c1=O	-1.7	-1.6	1	0.9	9	-15	-5	3.6	2	97	11
O=C(CN1CCC(NC(=O)c2cccc(F)c2)CC1)NCc1cccs1	0.5	-3.3	5	4.2	16	4	-2	4.5	1	84	-16
Next part:
SMILES	E coli growth	MOR-DOR ag	HTR5A ag ctr	AddAB inh	OPRM1-OPRD1 inv	Mot1-301 SUMO	HTR5A inv ag	phage Ecoli inh	PKA-R1A activ	Pemphigus Ab inh	PfHsp90 yeast 2
CCOC(=O)c1c(NC(=O)C(C)OC(=O)c2ccc(NC(=O)CC#N)cc2)sc2c1CCCC2 (centres undefined)	-0.5	4.1	1	0.2	-22	14	-35	2.2	-4	86	-23
CN(C)c1ccc(P(=O)(OCc2ccccc2)C(O)c2ccccc2F)cc1 (centres undefined)	1.8	-1.5	0	0.7	8	12	-60	1.0	1	109	-14
CCCCCN(C(=O)CCC(=O)OCc1ccc(C(C)(C)C)cc1)c1c(N)n(CCCC)c(=O)[nH]c1=O	0.8	0.8	-4	0.6	-3	3	10	1.8	4	102	1
C/C(=N\OCC(=O)OCC(=O)N(Cc1ccccc1)C(C)(C)C)c1ccc2c(c1)OCO2	-1.0	0.2	2	0.3	-1	256	-21	-0.2	-5	100	-14

Filtered by structure: the entries above containing a nitro group on carbon (2)
SMILES	E coli growth	MOR-DOR ag	HTR5A ag ctr	AddAB inh	OPRM1-OPRD1 inv	Mot1-301 SUMO	HTR5A inv ag	phage Ecoli inh	PKA-R1A activ	Pemphigus Ab inh	PfHsp90 yeast 2
CN(C)c1cc(Nc2ccc(O)cc2)c([N+](=O)[O-])c2nonc12	-0.5	-2.4	-2	-1.3	12	69	28	0.2	-11	91	-1
CC(=O)N1CCC(=O)Nc2ccc([N+](=O)[O-])cc21	-0.2	-3.2	1	3.6	16	21	-6	0.8	-9	101	-8
